# Screens: PubChem BioAssay, National Center for Advancing Translational Sciences (NCATS)
# Chronic BCR inh = qHTS Assay to Find Inhibitors of Chronic Active B-Cell Receptor Signaling. ABC-DLBCL IkBa-CBG/CBR reporter, luminescence ratio, 4 h. Potency, µM (doses to about 46.1 µM), without a hit: at the top dose ratio change, negative = lower green/red ratio, usual class: inhibitors. 340,000 tested, 0.05% active. AID 493014, 2011; active = well fitted inhibition curve with a large enough effect in the signal ratio, with a control signal flat, not every such curve was filed as active; inconclusive = small, poorly fitted or top-dose-only effect, or effect the other way, or a change in a side signal; the % refers to the signal ratio;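 also: plate controls were basal doxycycline-induced cells for no effect and cells given 10 µM MG132 for full effect; MG132 reads +100%, hits lower the ratio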
#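 Cell line TMD8 (human ABC DLBCL), stably expressing tet-inducible CBG68-IkBa fusion and CBR; IMDM/0.5% FBS; cpd up to 46 uM; dox induction, 4 h, 37C/5% CO2; dual luminescence; green/red ratio; MG132 control.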
# Numbers without * were called inactive; ? = inconclusive. Potency is read from the fitted curve at half-maximal effect.
Chronic BCR inh	Compound
?	COc1cccc(NC(=O)c2cnc(SCC(=O)N3CCCc4ccccc43)n(C)c2=O)c1
18%	Cc1ccc(C(=O)COC(=O)C(Cc2c[nH]c3ccccc23)NC(=O)c2ccc(C(C)(C)C)cc2)cc1 (centres undefined)
-23%	O=C(CCCn1c(=O)[nH]c2ccccc2c1=O)N1CCN(c2ccccc2)CC1
-1%	CC1CCc2c(sc3nnn(CC(=O)Nc4ccc(Cl)cc4)c(=O)c23)C1 (centres undefined)
?	Cc1ccc(CNC(=O)c2cc(-c3ccc(C)c(C)c3)nc3ccccc23)cc1
4%	O=C(O)c1ccc2c(c1)N(Cc1ccc(F)cc1Cl)C(=O)c1ccccc1S2
-15%	O=C(Cc1ccc(F)cc1)NC1CC(=O)N(c2ccccc2)C1 (centres undefined)
0%	COc1cc2c(cc1OC)C(COc1cc(C)cc(C)c1)N(C(=O)COc1ccccc1)CC2 (centres undefined)
16%	CCOc1ccc(NC(=O)CSC2=Nc3ccccc3C3=NC(Cc4ccccc4)C(=O)N23)cc1 (centres undefined)
?	CCOc1ccc(-n2cc(-c3ccccc3)c3c(NCCc4ccccc4)ncnc32)cc1
?	Cc1cccc(OCC(=O)Nc2ccc3c(c2)N(C)C(=O)c2ccccc2S3)c1
7%	CCc1ccc2nc(N(Cc3cccnc3)C(=O)c3ccc(C#N)cc3)sc2c1
?	CCC(CO)Nc1ncnc2c1cnn2-c1ccc(C)cc1 (centres undefined)
0%	COc1ccc2oc(=O)c(-c3nc(-c4ccc(C)c(C)c4)cs3)cc2c1
-8%	COc1ccc(NC(=O)c2cnn(-c3ccc(C)c(C)c3)c2C2CCNCC2)cc1OC
-4%	CCCN(CCC)S(=O)(=O)c1ccc(C(=O)Nc2sc3c(c2C(=O)OC)CCN(CC)C3)cc1
?	O=c1cc(-c2ccccc2)n2c(SCc3ccccc3)nnc2[nH]1
-1%	CCCN(CCC)C(=O)Cn1c(=O)n(-c2ccc(Cl)c(Cl)c2)c(=O)c2c(C)c(C(=O)N(C)C)sc21
-26%	Cc1ccc(Cn2c(CN3CCC(C(=O)NCc4cccnc4)CC3)cc3ccccc32)cc1
?	COc1ccccc1CNC(=O)c1ccc2[nH]c(C)c(C)c2c1
?	CCN(CC)C(=O)c1sc2c(c1C)c(=O)n(-c1ccccc1)c(=O)n2Cc1c(C)cc(C)cc1C
6%	COc1cccc(NC(=O)CCNS(=O)(=O)c2ccc3c(c2)CCCC(=O)N3)c1
?	O=C(Nc1nnc2n1CCS2)c1ccccc1
4%	COc1cccc(N2CC(NC(=O)C3CCCC3)CC2=O)c1 (centres undefined)
7%	CCOC(=O)c1cc(-c2ccc(OC)cc2)n(CCC(=O)NCc2ccc(OC)cc2)c1C
?	COc1cccc(C2=CC(c3cc(Br)ccc3F)n3nnnc3N2)c1 (centres undefined)
6%	COc1ccc(C(=O)CCC(=O)Nc2cc(C)ccc2C)cc1
-1%	Cc1ccc(CNC(=O)C(=O)NCC(c2ccco2)S(=O)(=O)c2cccs2)cc1 (centres undefined)
-20%	Cc1c(C(=O)N(C)C)sc2c1c(=O)n(-c1ccc(Cl)c(Cl)c1)c(=O)n2Cc1ccc(F)cc1
?	CCOC(=O)CC(=O)CSc1nc2ccccc2c(=O)n1CCc1ccc(S(N)(=O)=O)cc1

# Arranged by the number under Chronic BCR inh (low to high): four of the compounds above
compound | Chronic BCR inh
Cc1ccc(Cn2c(CN3CCC(C(=O)NCc4cccnc4)CC3)cc3ccccc32)cc1 | -26%
CCCN(CCC)S(=O)(=O)c1ccc(C(=O)Nc2sc3c(c2C(=O)OC)CCN(CC)C3)cc1 | -4%
Cc1ccc(CNC(=O)C(=O)NCC(c2ccco2)S(=O)(=O)c2cccs2)cc1 (centres undefined) | -1%
COc1ccc(C(=O)CCC(=O)Nc2cc(C)ccc2C)cc1 | 6%

# Remaining list, next part.
Chronic BCR inh	Compound
-22%	COc1ccc(OC)c(NC(=O)CSC2=Nc3ccccc3C3=NC(CC(=O)NCc4ccco4)C(=O)N23)c1 (centres undefined)
20%	CN(Cc1ccccc1)C(=O)c1ccc2c(c1)N(Cc1ccccc1Cl)C(=O)c1ccccc1S2
9%	O=C(NCC(c1cccs1)S(=O)(=O)c1cccs1)c1ccccc1F (centres undefined)
-7%	Cc1ccc(NC(=O)Cn2cnc3c2c(=O)n(C)c(=O)n3C)cc1C
17%	CCc1ccc(NC(=O)c2ccc(F)c(S(=O)(=O)NC3CCCCCC3)c2)cc1
0%	Cc1cn(C)c(CC(=O)N2CCN(c3ccc(F)cc3)CC2)c1C(=O)O
?	COc1ccc(Cl)cc1NC(=O)c1c(NCc2ccc(C)o2)sc2c1CCCCC2
0%	CN(C)c1ccc(-c2nc(-c3cc4cc(Cl)ccc4oc3=O)cs2)cc1
?	CCOC(=O)c1c(S(=O)(=O)N2CCCC(C(=O)Nc3cc(C)ccn3)C2)c(C)n(C)c1C (centres undefined)
17%	CCSc1nc2n(n1)C(c1ccc(CC)cc1)C(C(=O)Nc1ccccc1OC)=C(C)N2 (centres undefined)
6%	COC(=O)c1ccc(NC(=O)CC2C(=O)N(c3ccccc3)C(=O)N2Cc2cccs2)cc1 (centres undefined)
20%	CCc1ccccc1N1C(=O)N(Cc2ccccc2C)c2ccccc2S1(=O)=O
?	COc1cc(NC(=O)CC2C(=O)N(c3ccccc3)C(=O)N2Cc2ccc(F)cc2)cc(OC)c1 (centres undefined)
?	COc1cccc(C(=O)Nc2c3c(nn2-c2ccc(Cl)cc2)CS(=O)(=O)C3)c1
8%	COc1ccc(Cl)cc1NC(=O)Cn1c(=O)oc2cc(S(=O)(=O)N3CCCCCC3)ccc21
-22%	Cc1cccc(NC(=O)c2cc(S(=O)(=O)NCc3ccc4c(c3)OCO4)ccc2F)c1C
?	CS(=O)(=O)NCCc1csc2nc(-c3ccccc3)nn12
-3%	O=C(NCc1ccc2c(c1)CCN2C(=O)c1ccncc1)c1ccccc1F
16%	Clc1ccccc1CSc1nc(NCCc2ccccc2)c2ccccc2n1
6%	Cc1cccc(-n2c(C)nc3cc(C(=O)NCCC4=CCCCC4)ccc32)c1
?	Cc1ccc(C2=NN(CC(=O)NCCc3ccccc3)C(=O)CC2)cc1
-1%	Cc1cc(C)cc(-n2cnc3cc(C(=O)NCCc4ccccc4)ccc32)c1
?	CC1CCN(CCCNC(=O)c2cc(Sc3ccc(F)cc3)nc3ccccc23)CC1
?	COc1ccc(-n2ncc3c(NCCC4=CCCCC4)ncnc32)cc1
0%	CC(=O)N1c2ccc(S(=O)(=O)NCC3CCC(C(=O)Nc4ccc(F)cc4)CC3)cc2CC1C (centres undefined)
?	COc1cccc(C2=CC(c3ccccc3F)n3c(nc4ccccc43)N2)c1 (centres undefined)
0%	Cn1c(SCC(=O)N2CCCc3ccccc32)ncc(C(=O)Nc2ccc(Cl)cc2)c1=O
?	COC(=O)c1ccc2c(=O)n(CCCCCC(=O)NCCc3ccccc3)c(=O)[nH]c2c1
-9%	COc1ccc(OC)c2sc(N3CCN(C(=O)C4COc5ccccc5O4)CC3)nc12 (centres undefined)
-3%	CC1=C(C(=O)Nc2ccc(C)cc2C)C(c2ccccc2F)n2nc(SCC(=O)c3ccc(C)cc3)nc2N1 (centres undefined)

# A second format for 3 compounds above:
mol: COc1ccc(-n2ncc3c(NCCC4=CCCCC4)ncnc32)cc1
  Chronic BCR inh: ?

mol: CC(=O)N1c2ccc(S(=O)(=O)NCC3CCC(C(=O)Nc4ccc(F)cc4)CC3)cc2CC1C (centres undefined)
  Chronic BCR inh: 0%

mol: COc1cccc(C2=CC(c3ccccc3F)n3c(nc4ccccc43)N2)c1 (centres undefined)
  Chronic BCR inh: ?

# Next part:
Chronic BCR inh	Compound
?	COc1ccccc1Cn1c(SCC(=O)C(C)(C)C)nc2ccccc2c1=O
-9%	CCOC(=O)c1cc(-c2ccc(OC)cc2)n(CCC(=O)Nc2cccc(C)c2C)c1C
?	CC(=O)c1ccc(N2C(=O)N(Cc3ccc(F)cc3)c3ccccc3S2(=O)=O)cc1
3%	CCC(Sc1nc2ccccc2c2nc(CCc3c(C)n[nH]c3C)nn12)C(=O)Nc1ccc(F)cc1 (centres undefined)
1%	Cc1cccc(-c2nc3scc(CCNS(=O)(=O)c4ccc(Oc5ccccc5)cc4)n3n2)c1
16%	CCC(Sc1nc2ccccc2c2nc(-c3ccccc3)nn12)C(=O)Nc1cccc(OC)c1 (centres undefined)
?	CCOC(=O)c1ccc(NC(=O)c2c(NCc3sccc3C)sc3c2CCC(C)C3)cc1 (centres undefined)
?	CCOC(=O)CSc1nc2c(sc3ccccc32)c(=O)n1Cc1ccc(OC)cc1
?	CCc1ccc(-n2c(SCC(=O)NC(C)CC)nc3n[nH]c(C)c3c2=N)cc1 (centres undefined)
-4%	Cc1ccc(C(=O)NCC(c2ccco2)S(=O)(=O)c2ccc(Cl)cc2)cc1C (centres undefined)
?	COc1ccc(C2Nc3ccccc3-c3cc(C)nn32)c(OC)c1 (centres undefined)
-1%	O=C(NCc1ccc2c(c1)OCO2)c1ccc2c(c1)N(Cc1cccc(Cl)c1)C(=O)c1ccccc1S2
-24%	O=C(CSc1nc(Nc2ccccc2)c2ccccc2n1)c1ccc(Cl)cc1
2%	CC1CCCCN1S(=O)(=O)c1cc2c3c(c1)CC(=O)N3CCC2 (centres undefined)
?	CCOC(=O)c1c(C)[nH]c(C)c1S(=O)(=O)N1CCCC(C(=O)Nc2ccc(OC)c(OC)c2)C1 (centres undefined)

# A stretch taken from the entries so far:
Chronic BCR inh	Compound
?	COc1ccccc1Cn1c(SCC(=O)C(C)(C)C)nc2ccccc2c1=O
-9%	CCOC(=O)c1cc(-c2ccc(OC)cc2)n(CCC(=O)Nc2cccc(C)c2C)c1C
?	CC(=O)c1ccc(N2C(=O)N(Cc3ccc(F)cc3)c3ccccc3S2(=O)=O)cc1
3%	CCC(Sc1nc2ccccc2c2nc(CCc3c(C)n[nH]c3C)nn12)C(=O)Nc1ccc(F)cc1 (centres undefined)
1%	Cc1cccc(-c2nc3scc(CCNS(=O)(=O)c4ccc(Oc5ccccc5)cc4)n3n2)c1

# The results go on.
Chronic BCR inh	Compound
6%	O=C(CSc1nc(=O)n(CCN2CCOCC2)c2c1CCC2)Nc1ccc(Cl)c(Cl)c1
-6%	Cc1c(C(=O)Nc2ccc(F)c(Cl)c2)oc2ccc(S(=O)(=O)N(C)C3CCCCC3)cc12
?	COc1ccc(CNC(=O)c2c(Nc3ccccc3C)sc(C(=O)c3ccccc3)c2N)cc1
-15%	Cc1ccc(C)c(Nc2nn3c(=O)c4ccc(C(=O)NCc5cccs5)cc4nc3s2)c1
?	CC(=O)Nc1cc(C(=O)NCc2ccccc2Cl)ccc1Sc1ccc(F)cc1
-3%	CCOCCCNC(=O)c1ccc2c(c1)NC(=O)C(CS(=O)(=O)Cc1ccc(F)cc1Cl)N2 (centres undefined)
7%	CN(Cc1ccccc1)C(=O)CN1C(=O)CSc2ccc(S(=O)(=O)N3CCOCC3)cc21
?	COc1ccccc1-c1c(C)nn2c(N3CCN(c4ccc(F)cc4)CC3)cc(C)nc12
-7%	Cc1ccccc1CS(=O)(=O)Cc1ccc(C(=O)NCc2ccc(F)cc2)o1
?	Fc1ccc(-n2ncc3c(NCCCn4ccnc4)ncnc32)cc1
?	CCc1ccc(-c2nc(CS(=O)CC(=O)NCc3ccc(F)cc3)c(C)o2)cc1 (centres undefined)
-3%	CC(=O)N(Cc1cccnc1)c1nc2ccc(F)cc2s1
?	CN1CCN(C(c2cccc(Br)c2)c2sc3nc(-c4ccco4)nn3c2O)CC1 (centres undefined)
-22%	Cc1c(CCNC(=O)c2ccc(C(F)(F)F)cc2)sc2nc(-c3ccc(F)cc3)nn12
-17%	Cc1ccc(N2CC(NC(=O)Cc3ccc(F)cc3)CC2=O)cc1C (centres undefined)
18%	Cc1cn(C)c(CC(=O)NCc2ccccc2)c1C(=O)O
-1%	COc1ccc(CC(=O)NC2CC(=O)N(c3ccc4c(c3)OCCO4)C2)cc1 (centres undefined)
-3%	CCN(CC)S(=O)(=O)c1ccc2c(c1)N(CC(=O)N1CCN(c3cc(Cl)ccc3C)CC1)C(=O)CO2
?	COc1ccc(Cn2c(SCC(N)=O)nc3c(sc4ccccc43)c2=O)cc1
9%	CCOc1cc2[nH]c(=O)n(Cc3ccc(C(=O)N4CCN(c5ccccc5)CC4)cc3)c(=O)c2cc1OCC
-3%	COc1ccc(Cl)cc1S(=O)(=O)N1CCC(c2ccncc2)CC1
13%	O=C(c1ccc2c(c1)CCCC2)N1CCN(c2nc3c(F)cccc3s2)CC1
?	COc1ccc(-c2nc3scc(CCNS(=O)(=O)c4ccc(F)cc4C)n3n2)cc1
1%	O=C(C1COc2ccccc2O1)N(Cc1cccnc1)c1nc2c(F)cc(F)cc2s1 (centres undefined)
-8%	COc1cccc(N2CCN(c3ncnc4c3c(-c3ccccc3)cn4-c3cccc(C(F)(F)F)c3)CC2)c1
0%	CC1CCC(N2CC(=O)N(C3CCCCC3)C(c3ccc(Cl)cc3)C2=O)CC1 (centres undefined)
3%	Cc1ccc(-n2ncc3c(NC4CCCCC4)ncnc32)cc1Cl
-9%	COc1ccccc1CNC(=O)CCC1N=C2c3ccccc3N=C(SCC(=O)Nc3ccc(N(C)C)cc3)N2C1=O (centres undefined)
-2%	COc1ccc(CCNc2ncnc3c2cnn3-c2cc(Cl)ccc2C)cc1
?	CCOc1ccccc1NC(=O)CSc1nnc2[nH]c(=O)cc(-c3ccccc3)n12
7%	O=C(Cn1c(=O)oc2cc(S(=O)(=O)N3CCCCCC3)ccc21)Nc1cccc(C(F)(F)F)c1
?	COc1ccc(OC)c(NC(=O)CSC2=Nc3ccccc3C3=NC(CC(=O)NCCc4ccccc4)C(=O)N23)c1 (centres undefined)
-5%	CCc1ccccc1NC(=O)c1cc(S(=O)(=O)N2CCCc3ccccc32)ccc1F

# The list is partial, so the mix of outcomes need not match the whole.
